pAkt inh: Akt phosphorylation inhibition; activity change, % for hits at 50 µM; Neuro2A IGF-stimulated pAkt S473 HTRF, 20 min; stronger effect = lower value; hit rate 0.32% among 360,000; in the data active = activity change below about -80%; inconclusive = mostly about -51% to -80%; note: % is set by controls: 0 for no effect and ±100 for the full control effect
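Single-point screen (50 µM final compound) in Neuro2A cells stimulated 20 min with 6 nM IGF at 37 deg C. After lysis, Ser473-phosphorylated Akt read by HTRF (ex 330 nm, em 615/665 nm) as the 665/615 ratio.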
EPAC2 antag: blocks human EPAC2 exchange factor; EPAC2 GEF exchange of Rap1B-BODIPY-GDP, fluorescence; Potency, µM (top dose mostly 114 µM), inactives show top-dose activity, negative = inhibition, hits mostly inhibitors; hit rate 0.18% among 360,000; note: potency is the fitted concentration of half-maximal effect; % is set by controls: 0 for no effect and ±100 for the full control effect; nearly all actives have a fitted effect of over 45% in size; many of its hits are not listed in these tables
Target sequence (Q8WZA2 whole entry, looked up): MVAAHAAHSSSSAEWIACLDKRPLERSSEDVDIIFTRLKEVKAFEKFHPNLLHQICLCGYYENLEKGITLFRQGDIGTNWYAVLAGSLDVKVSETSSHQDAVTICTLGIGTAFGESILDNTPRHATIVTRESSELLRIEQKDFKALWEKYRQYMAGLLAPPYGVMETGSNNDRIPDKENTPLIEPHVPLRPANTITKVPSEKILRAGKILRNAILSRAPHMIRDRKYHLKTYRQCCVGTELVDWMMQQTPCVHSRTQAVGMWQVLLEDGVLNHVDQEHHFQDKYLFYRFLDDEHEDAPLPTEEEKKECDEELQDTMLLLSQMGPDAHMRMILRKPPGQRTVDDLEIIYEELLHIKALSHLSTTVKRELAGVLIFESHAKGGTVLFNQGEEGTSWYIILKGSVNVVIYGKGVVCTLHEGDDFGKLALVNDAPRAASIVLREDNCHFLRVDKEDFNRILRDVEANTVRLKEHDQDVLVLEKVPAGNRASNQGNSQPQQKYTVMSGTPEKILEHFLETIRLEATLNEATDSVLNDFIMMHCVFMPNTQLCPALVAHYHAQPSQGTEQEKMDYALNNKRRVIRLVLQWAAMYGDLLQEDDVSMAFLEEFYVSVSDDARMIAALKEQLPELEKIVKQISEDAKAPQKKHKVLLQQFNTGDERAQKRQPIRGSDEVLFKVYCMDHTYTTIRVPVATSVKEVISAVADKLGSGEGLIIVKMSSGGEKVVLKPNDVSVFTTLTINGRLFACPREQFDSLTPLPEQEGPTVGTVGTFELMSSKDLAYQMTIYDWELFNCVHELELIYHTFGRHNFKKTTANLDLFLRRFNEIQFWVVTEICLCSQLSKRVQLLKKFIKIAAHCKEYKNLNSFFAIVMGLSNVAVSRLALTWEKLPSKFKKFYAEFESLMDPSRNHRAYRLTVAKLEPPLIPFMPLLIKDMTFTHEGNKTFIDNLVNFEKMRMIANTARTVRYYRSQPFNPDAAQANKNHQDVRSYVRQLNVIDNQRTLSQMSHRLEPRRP
EPAC2 agonist: agonists of human EPAC2 (RAPGEF4); Q8WZA2; hit rate 0.079% among 360,000; EPAC2 activation, biochemical qHTS; response scale: 100% = 6.5 mM cAMP response; Potency, µM (top dose mostly 154 µM), for the others: top-dose activation, usual class: activators; note: potency is the fitted concentration of half-maximal effect; nearly all actives have a fitted effect of over 50% in size
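Each well held 100 nM EPAC2, 250 nM RAP1B-BODIPY-GDP and 50 uM GDP. Fluorescence, read at 5-min intervals to 30 min, was referenced to a 6.5 mM cAMP positive control.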
CCT modulator: cytosolic chaperonin activity modulation; purified chaperonin ATPase assay, HTRF ADP detection, 30 min; activity change, % (concentration not given with the values), hits read low; hit rate 0.3% among 360,000; in the data active = activity change below about -30%; note: % is set by controls: 0 for no effect and ±100 for the full control effect
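Nucleotide hydrolysis assay: TRiC at 20–40 nM final (set by batch activity) with 10 uM ATP, 30 min at 37 °C, in presence of 76 uM compound. Detection by competitive ADP HTRF, 30 min ambient.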
A549 tox: A549 cytotoxicity, counter-screen for Nrf2 inhibitors. hit rate 0.16% among 390,000. AID 504648. Potency, µM (titrated, usually from 46 µM), for inactives: at the top dose activity change, negative = cytotoxicity, usual class: inhibitors. A549 ARE-Fluc cells, CellTiter-Fluor viability, 18-24 h; note: potency is the fitted concentration of half-maximal effect; % is set by controls: 0 for no effect and ±100 for the full control effect
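A549 ARE-Fluc cells in 5% FBS OPTI-MEM, 5000 cells/well, rested 2 h then exposed to compounds in concentration-response for 18-24 h at 37 °C. Viability by CellTiter-Fluor fluorescence (Ex 405/Em 525) after 30 min; luciferase luminescence (BugLite, 15 min, RT) read afterwards.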
Nrf2 inh: blocks Nrf2 signaling | hit rate 2.1% among 360,000 | Potency, µM (series often up to 46 µM), for the others: at the top dose activity change, negative = inhibition, actives largely listed as inhibitors | AID 504444 | A549 ARE-Fluc reporter, luciferase luminescence, 18-24 h; note: potency is the fitted concentration of half-maximal effect; % is set by controls: 0 for no effect and ±100 for the full control effect; nearly all actives have a fitted effect of over 60% in size
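Quantitative HTS in A549 cells stably bearing an antioxidant response element-firefly luciferase construct. Inhibition of Nrf2-driven transcription was scored by luminescence after 18-24 h of compound exposure at 37 °C.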
Mm-Cpn inhibitor: inhibitors of Methanococcus maripaludis chaperonin (MmCpn) | purified Mm-Cpn ATPase, ADP Transcreener TR-FRET | Potency, µM (top dose mostly 76.9 µM), without a hit: at the top dose activity, negative = inhibition, most hits filed as inhibitors | AID 504842 | hit rate 0.031% among 330,000; note: potency is the fitted concentration of half-maximal effect; % is set by controls: 0 for no effect and ±100 for the full control effect; nearly all actives have a fitted effect of over 80% in size
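Inhibition of chaperonin ATP hydrolysis is measured as reduced ADP production, detected by competitive TR-FRET in which signal falls with ADP. Final enzyme 25 nM and ATP 10 uM, reacted 30 min at 37°C.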
TGFb SMAD3 inh: TGF-b pathway inhibition; HepG2 CAGA-GFP TGF-b/SMAD3 reporter, GFP fluorescence, 18 h; TGF-beta stimulated, 500 pg/mL final; Potency, µM (doses to about 46.1 µM), without a hit: top-dose activity, negative = inhibition, actives largely listed as inhibitors; hit rate 1.2% among 410,000; AID 588855; note: potency is the fitted concentration of half-maximal effect; % is set by controls: 0 for no effect and ±100 for the full control effect; nearly all actives have a fitted effect of over 65% in size
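Inhibition of TGF-beta-driven CAGA-GFP reporter expression in HEPG2 cells is measured by cellular GFP fluorescence after 18 h stimulation with 500 pg/mL recombinant TGF-beta in 1% FBS medium at 37 degrees C.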
Nrf2 ARE act: activators of Nrf2 (ARE) signaling | AREc32 ARE-luciferase reporter (MCF7-derived line), luminescence, 24 h | Potency, µM (titrated, usually from 46.1 µM), for the others: at the top dose activation, usual class: activators | hit rate 0.31% among 410,000 | AID 624171; note: potency is the fitted concentration of half-maximal effect; % of control where 0% means no effect; nearly all actives have a fitted effect of over 65% in size
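ARE-driven firefly luciferase activity in AREc32 cells measured after a 24 hr compound exposure at 37 deg C, using Steady-Glo reagent and a 30 min room-temperature hold.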
The depositor's hits bear a star; i = inactive; ? = inconclusive; · = not tested or not shown; & = joins results of further samples; [ ] = another dose, or the depositor's remark. Unless noted, calls come from the whole dose curve; as a rule, active = well fitted curve in the direction sought with a large enough effect; inconclusive = small, poorly fitted or top-dose-only effect, or another doubt; inactive = no such curve, though single readings can be large; an effect the other way counts as inactive or inconclusive. This is a subset, so the mix of outcomes need not match the whole.

SMILES	pAkt inh	EPAC2 antag	EPAC2 agonist	CCT modulator	A549 tox	Nrf2 inh	Mm-Cpn inhibitor	TGFb SMAD3 inh	Nrf2 ARE act
O=C(CCC1CCCC1)N1CCN(S(=O)(=O)c2ccc(Br)cc2)CC1	i	-3%	0%	3.0	0%	4%	0%	?	-0.3%
O=C(NCCc1cccs1)C1CC(c2cccc([N+](=O)[O-])c2)=NO1 (centres undefined)	i	-1%	3%	0.6	9%	5%	1%	17%	3.3%
Cc1ccc(NC(=O)C(=O)NCCN2CCN(S(C)(=O)=O)CC2)cc1	i	6%	-3%	2.4	-8%	?	0%	20%	0.0%
O=C(Nc1ccnn1C1CCN(Cc2ccc(C#CCCO)cc2)CC1)c1cccc(F)c1	i	-11%	6%	1.4	-9%	-31%	0%	3%	0.2%
COc1ccc2c(c1)c(=O)cc(C)n2CC(=O)NCc1ccco1	i	-2%	3%	-1.4	1%	-18%	-4%	-1%	9.0%
CCCCOc1ccc(S(=O)(=O)NC(=O)C2(C)CCN2C(=O)Cc2ccccc2Cl)cc1 (centres undefined)	i	7%	3%	0.3	·	·	·	15%	-0.1%
COc1ccc(C2c3ccc(O)cc3Oc3ncn(Cc4ccco4)c(=N)c32)cc1 (centres undefined)	i	9%	14%	-1.0	2%	-25%	-13%	6%	14%
CCOC(=O)N1CCN(CCC(=O)Nc2cccc(Cl)c2C)CC1	i	-1%	0%	-0.9	-1%	-2%	-1%	-19%	-1.1%
COc1cc(NC(C)CCc2ccccc2)cc(OC)c1OC (centres undefined)	i	2%	2%	-1.6	2%	7%	-1%	-1%	-0.5%
CC(C)Cc1ccc(C#N)c(SCC(N)=O)n1	i	8%	10%	0.6	2%	7%	2%	-12%	-0.6%
NC(=O)C1=C[C@@H](c2ccc(C(F)(F)F)cc2)C[C@@H](OCCCCO)O1	i	-9%	6%	1.1	0%	6%	·	-27%	1.1%
CC(OC(=O)Cc1n[nH]c(=O)c2ccccc12)C(=O)Nc1ccc(Cl)cn1 (centres undefined)	i	-2%	0%	-5.9	8%	-17%	-1%	-1%	2.9%
O=C(CCOc1ccccc1)NCc1ccccc1	i	7%	-7%	-2.4	3%	13%	0%	-4%	0.4%
O=C(COn1nnc2ccc(S(=O)(=O)N3CCOCC3)cc21)Nc1c(F)c(F)c(F)c(F)c1F	i	-13%	-3%	1.5	-3%	2%	1%	-3%	0.4%
CCOC(=O)N1CCN(C2CCCN(C(=O)c3ccccc3N(C)C)C2)CC1 (centres undefined)	i	1%	15%	0.0	4%	-4%	0%	-34%	3.2%
Cc1cc(NC(=O)c2ccc(C)s2)n(-c2nc3ccccc3[nH]2)n1	i	-8%	1%	-0.7	-26%	?	-2%	?	-3.0%
CCc1nnc(NC(=O)c2ccc(S(=O)(=O)N3CCCc4ccccc43)cc2)o1	i	-1%	6%	0.5	-6%	?	-3%	-15%	-0.8%
O=C(Nc1ccc(F)cc1F)C1CCCN1S(=O)(=O)c1cccc2nsnc12 (centres undefined)	i	-9%	1%	1.0	0%&-1%	-23%&1%	-14%	16µM*	-0.5%&3.9%
C[C@H](O)C#Cc1cnc2c(c1)C(=O)N([C@H](C)CO)C[C@@H](C)[C@@H](CN(C)Cc1ccc(-c3ccccc3)cc1)O2	i	-2%	5%	-0.4	·	·	·	?	-0.3%
CC(C)CN1C(=O)NC(NS(=O)(=O)c2ccc(N)cc2)(C(F)(F)F)C1=O (centres undefined)	i	3%	5%	1.7	-3%	15%	-1%	2%	2.6%

Among those listed so far, 10 have nitrogen in an aromatic ring.
SMILES	pAkt inh	EPAC2 antag	EPAC2 agonist	CCT modulator	A549 tox	Nrf2 inh	Mm-Cpn inhibitor	TGFb SMAD3 inh	Nrf2 ARE act
O=C(Nc1ccnn1C1CCN(Cc2ccc(C#CCCO)cc2)CC1)c1cccc(F)c1	i	-11%	6%	1.4	-9%	-31%	0%	3%	0.2%
COc1ccc2c(c1)c(=O)cc(C)n2CC(=O)NCc1ccco1	i	-2%	3%	-1.4	1%	-18%	-4%	-1%	9.0%
COc1ccc(C2c3ccc(O)cc3Oc3ncn(Cc4ccco4)c(=N)c32)cc1 (centres undefined)	i	9%	14%	-1.0	2%	-25%	-13%	6%	14%
CC(C)Cc1ccc(C#N)c(SCC(N)=O)n1	i	8%	10%	0.6	2%	7%	2%	-12%	-0.6%
CC(OC(=O)Cc1n[nH]c(=O)c2ccccc12)C(=O)Nc1ccc(Cl)cn1 (centres undefined)	i	-2%	0%	-5.9	8%	-17%	-1%	-1%	2.9%
O=C(COn1nnc2ccc(S(=O)(=O)N3CCOCC3)cc21)Nc1c(F)c(F)c(F)c(F)c1F	i	-13%	-3%	1.5	-3%	2%	1%	-3%	0.4%
Cc1cc(NC(=O)c2ccc(C)s2)n(-c2nc3ccccc3[nH]2)n1	i	-8%	1%	-0.7	-26%	?	-2%	?	-3.0%
CCc1nnc(NC(=O)c2ccc(S(=O)(=O)N3CCCc4ccccc43)cc2)o1	i	-1%	6%	0.5	-6%	?	-3%	-15%	-0.8%
O=C(Nc1ccc(F)cc1F)C1CCCN1S(=O)(=O)c1cccc2nsnc12 (centres undefined)	i	-9%	1%	1.0	0%&-1%	-23%&1%	-14%	16µM*	-0.5%&3.9%
C[C@H](O)C#Cc1cnc2c(c1)C(=O)N([C@H](C)CO)C[C@@H](C)[C@@H](CN(C)Cc1ccc(-c3ccccc3)cc1)O2	i	-2%	5%	-0.4	·	·	·	?	-0.3%

Complete entries from above:
Record of C[C@H](O)C#Cc1cnc2c(c1)C(=O)N([C@H](C)CO)C[C@@H](C)[C@@H](CN(C)Cc1ccc(-c3ccccc3)cc1)O2 = pAkt inh = i; EPAC2 antag = -2%; EPAC2 agonist = 5%; CCT modulator = -0.4; A549 tox = ·; Nrf2 inh = ·; Mm-Cpn inhibitor = ·; TGFb SMAD3 inh = ?; Nrf2 ARE act = -0.3%
Record of O=C(Nc1ccnn1C1CCN(Cc2ccc(C#CCCO)cc2)CC1)c1cccc(F)c1 = pAkt inh = i; EPAC2 antag = -11%; EPAC2 agonist = 6%; CCT modulator = 1.4; A549 tox = -9%; Nrf2 inh = -31%; Mm-Cpn inhibitor = 0%; TGFb SMAD3 inh = 3%; Nrf2 ARE act = 0.2%

Other records follow:
SMILES	pAkt inh	EPAC2 antag	EPAC2 agonist	CCT modulator	A549 tox	Nrf2 inh	Mm-Cpn inhibitor	TGFb SMAD3 inh	Nrf2 ARE act
Cc1nc(CN2CCCCC2)c(O)c(=O)[nH]1	i	12%	16%	-0.8	6%	4%	·	-3%	0.0%
O=C(CN1C(=O)C2CC=CCC2C1=O)Nc1nnc(SCc2c(Cl)cccc2Cl)s1 (centres undefined)	i	-1%	-2%	-1.5	-6%	-11%	-1%	-5%	-0.6%
CC(=O)c1cn(CCOc2ccc(F)cc2)c2ccccc12	i	-20%	24%	-1.2	15%	-20%	0%	?	4.9%
CCCCC1CCC(C(=O)OC(C)C(=O)Nc2ccc(NC(C)=O)cc2)CC1 (centres undefined)	i	20%	-16%	0.6	-2%	10%	-3%	-11%	-0.1%
COc1ccc(O)c(C(=O)c2cnn(-c3ccc(Cl)cc3)c2)c1	i	-5%	7%	1.0	-6%	4%	0%	0%	0.7%
CC(C)OP(=O)(OC(C)C)/C(C=O)=N\Nc1ccc([N+](=O)[O-])cc1	i	-18%	-2%	-11	-21%	?	-1%	?	4.5%
CC(=O)N1CCN(C(=O)c2ccc(-n3c(C)ccc3C)cc2)CC1	i	-1%	-1%	0.4	0%	-10%	1%	-13%	6.2%
COc1ccc(COC(=O)C2=C(C)NC(=O)NC2c2cccc(OC)c2OC)cc1 (centres undefined)	i	-1%	8%	-6.7	-9%	-13%	1%	2%	-0.2%
CC(=O)N1CCc2cc(S(=O)(=O)NC(CC(C)C)C(=O)Nc3ccc4c(c3)OCCO4)ccc21 (centres undefined)	i	4%	8%	-1.0	1%	?	-1%	0%	-0.6%
CCc1nc(-c2cc3ccc(C)cc3[nH]c2=O)no1	i	5%	11%	-2.2	·	7%	0%	12%	0.4%
COc1cc(N)c(Cl)cc1C(=O)OCC(=O)N1CCCC1	i	-5%	12%	1.3	-5%	7%	-1%	-4%	-0.7%
Cc1cccc(C(=O)NNC(=O)CCCCC(=O)NNC(=O)c2cccc(C)c2)c1	i	10%	2%	-0.3	10%	9%	3%	7%	-0.6%
COc1ccc(/C=C2/C(=O)ON=C2C)cc1Br	i	20%	-4%	3.4	5%	?	1%	1%	-0.5%
CC(=O)N1C(C(=O)O)Cc2c([nH]c3ccccc23)C1C (centres undefined)	i	10%	4%	-1.2	1%	8%	-1%	0%	0.3%
Cc1cccc(C)c1NC(=O)C/C(N)=N/O	i	-2%[57.1 µM]	0%	-1.5	0%	6%	1%	-8%	0.2%
CC(=O)Nc1cccc(C(=O)/C=C/c2cccs2)c1	i	0%	-2%	1.8	-6%	0%	1%	?	?
CC(C)(C)C(=O)NCc1ccc(C(=O)CSc2nnc(C3CC3)n2C2CC2)s1	i	2%	8%	2.0	-7%	?	-1%	-8%	-0.9%
CCCCn1c(N)c(N(CC(C)C)C(=O)CSCC(=O)Nc2cccc(C)c2)c(=O)[nH]c1=O	i	-24%	-7%	-2.1	2%	2%	-1%	-5%	0.0%
CC(C)OCCCNC(=O)c1cc(-c2cccnc2)nc2ccccc12	i	-2%	-4%	-1.4	-5%	0%	-2%	-1%	-0.5%
CC(=O)Nc1ccc(SCCN2CC[C@@H](O)CCC2=O)cc1	i	-2%	4%	-1.9	-3%	13%	-27%	11%&1%	0.1%
